PPARg SRC2 recr: agonists of PPARg-SRC-2 recruitment, primary screen, biochemical, HTS | PPARgamma LBD-SRC-2 recruitment | 200,000 tested, 0.34% active | activation, % at 8 µM; in the data active means activation above about 22%;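 further: 0% = vehicle and 100% = reference agonist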
Target sequence (P37231 whole entry, looked up, the tested form may be a part): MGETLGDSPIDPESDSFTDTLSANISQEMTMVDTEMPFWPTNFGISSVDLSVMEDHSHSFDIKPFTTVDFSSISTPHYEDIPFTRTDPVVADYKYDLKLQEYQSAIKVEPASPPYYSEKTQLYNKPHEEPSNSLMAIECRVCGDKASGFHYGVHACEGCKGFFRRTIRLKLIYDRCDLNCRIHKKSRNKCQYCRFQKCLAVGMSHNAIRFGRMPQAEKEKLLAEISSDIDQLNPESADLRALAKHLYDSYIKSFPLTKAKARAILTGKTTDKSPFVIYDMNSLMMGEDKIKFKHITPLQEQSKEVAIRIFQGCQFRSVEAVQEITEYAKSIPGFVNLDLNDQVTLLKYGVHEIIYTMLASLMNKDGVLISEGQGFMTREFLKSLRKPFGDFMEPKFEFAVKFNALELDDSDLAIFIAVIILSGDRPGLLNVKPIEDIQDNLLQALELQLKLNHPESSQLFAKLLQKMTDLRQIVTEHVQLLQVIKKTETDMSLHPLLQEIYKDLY
TNAP act hi DEA: TNAP activators at high phosphate acceptor level, primary screen, biochemical, luminescence, uHTS; 200,000 tested, under 10 active; purified TNAP, CDP-star luminescence, 1 M DEA, 30 min; hits give high values; 0 = EDTA background, 1 = DMSO-only activity; activation factor at 20 µM; Alkaline phosphatase, tissue-nonspecific isozyme (Homo sapiens), P05186;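 active means activation factor at least 2 at 20 µM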
Target sequence (P05186 whole entry, looked up): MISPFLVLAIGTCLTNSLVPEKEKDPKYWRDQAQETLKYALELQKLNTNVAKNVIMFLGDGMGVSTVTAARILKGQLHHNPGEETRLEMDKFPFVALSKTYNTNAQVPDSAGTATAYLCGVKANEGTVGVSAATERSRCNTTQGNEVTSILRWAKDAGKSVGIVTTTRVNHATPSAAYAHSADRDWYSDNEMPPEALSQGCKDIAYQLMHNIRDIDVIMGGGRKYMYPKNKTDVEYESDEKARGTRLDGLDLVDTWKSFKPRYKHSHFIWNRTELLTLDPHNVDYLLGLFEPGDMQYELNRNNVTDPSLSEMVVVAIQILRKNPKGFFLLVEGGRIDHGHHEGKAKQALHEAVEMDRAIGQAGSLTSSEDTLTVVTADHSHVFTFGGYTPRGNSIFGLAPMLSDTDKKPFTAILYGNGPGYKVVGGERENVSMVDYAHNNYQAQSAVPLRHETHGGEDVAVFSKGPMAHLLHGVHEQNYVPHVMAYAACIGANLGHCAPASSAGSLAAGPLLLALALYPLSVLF
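Measured by: Luminescent substrate turnover signal | Test system: Human TNAP | Input: TNAP 1/800 final | Dosing: 20 µM single point | Schedule: 30 min, room temperature | Controls: EDTA wells as negative control, DMSO wells as positive control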
bIAP act: bovine intestinal alkaline phosphatase activators, primary screen, biochemical, bovine IAP, CDP-star luminescence; alkaline phosphatase, intestinal [Bos taurus]; purified bovine IAP, 30 min; hits give high values; fold of DMSO-control signal, blank-subtracted; activation factor at 20 µM; 200,000 tested, 0.17% active;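 active means activation factor of 2 or more at 20 µM, a signal rise over negative controls twice the positive control's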
PPARg SRC3 recr: PPARgamma agonists recruiting SRC-3 coactivator, primary screen, biochemical; Peroxisome proliferator-activated receptor gamma (Homo sapiens), P37231; biochemical PPARgamma/SRC-3 coactivator recruitment assay; activation, % at 8 µM; 200,000 tested, 0.26% active; AID 731, 2007; in the data active means activation above about 23%;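 further: 0% = DMSO and 100% = reference agonist; some compounds past the cut are filed as inactive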
TNAP inh hi DEA: human TNAP enzyme inhibitors, primary screen, biochemical, luminescent, high phosphate acceptor level, uHTS; purified TNAP, CDP-star luminescence, 1 M DEA; inhibition, % at 20 µM; 200,000 tested, 0.03% active;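 active means over 50% inhibition of tissue-nonspecific alkaline phosphatase at 20 µM in the single-dose screen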;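 further: plate controls were DMSO wells for no effect and EDTA-quenched wells as full inhibition for full effect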
TNAP inh no acc: human TNAP enzyme inhibitors, primary screen, biochemical, luminescent, no phosphate acceptor, uHTS. Alkaline phosphatase, tissue-nonspecific isozyme (Homo sapiens), P05186. purified TNAP, CDP-star luminescence, 30 min. inhibition, % at 20 µM. 200,000 tested, 0.26% active;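 active means tissue-nonspecific alkaline phosphatase inhibition above about 50% at 20 µM in the single-dose screen, limit read from the data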;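 further: 0% = DMSO negative control and 100% = EDTA positive control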
bIAP inh: bovine intestinal alkaline phosphatase inhibitors, primary screen, selectivity assay for TNAP inhibitor project, biochemical, bovine IAP, CDP-star luminescence; alkaline phosphatase, intestinal [Bos taurus]; purified bovine IAP, 30 min; inhibition, % at 20 µM; 190,000 tested, under 10 active; AID 1019, 2008;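 active means over 50% inhibition of intestinal alkaline phosphatase at 20 µM in the single-dose screen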
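Assay system: bovine IAP enzyme; medium: DEA buffer 100 mM, pH 9.8, with MgCl2 1.0 mM, ZnCl2 0.02 mM; doses: 20 µM single dose; incubation: enzyme reaction for 30 min at room temperature; detection: CDP-star luminescence signal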
PPARg SRC1 recr: PPARgamma agonists recruiting SRC-1 coactivator, primary screen, biochemical; AID 631, 2007; Peroxisome proliferator-activated receptor gamma (Homo sapiens), P37231; PPARgamma-SRC-1 coactivator recruitment biochemical assay; 200,000 tested, 0.41% active; activation, % at 8 µM; in the data active means activation above about 19%;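 further: 0% = DMSO and 100% = reference agonist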
HMGR II inh: inhibitors of E. faecalis class II HMGR, primary screen, biochemical, Enterococcus faecalis | HMG-CoA reductase (Enterococcus faecalis, mvaE) | inhibition, % at 10 µM | 190,000 tested, 0.41% active | purified E. faecalis HMGR, NADPH absorbance 340 nm kinetic;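 active means inhibition above a set limit, the median over all tested compounds plus 3 SD, cut at about 9.5% in these data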;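 further: enzyme runs in reverse so mevalonate oxidation gives rising NADPH absorbance; 0% = complete reaction with DMSO and 100% = background rate lacking mevalonate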
SRC2 TRFRET art: TR-FRET signal artefacts, primary screen, artefact control for PPARgamma SRC-2 agonist project, biochemical; TR-FRET artefact counter-screen; hits give high values; TR-FRET ratio at 8 µM; 200,000 tested, 0.4% active; AID 1049, 2008; in the data active means TR-FRET ratio above about 2000; further: inactives centre near 1500
* = called active by the depositor; / = not tested or not shown.

SMILES	PPARg SRC2 recr	TNAP act hi DEA	bIAP act	PPARg SRC3 recr	TNAP inh hi DEA	TNAP inh no acc	bIAP inh	PPARg SRC1 recr	HMGR II inh	SRC2 TRFRET art
Cc1ccc(OC(=O)Cn2c(C(F)(F)F)nc3ccccc32)cc1	1.0	1.1	0.9	-2.9	-8.1	-4.5	8.1	-2.1	-2.7	1482
O=C(CN(C(=O)c1csnn1)c1cccc2c1CCCC2)NC1CCCC1	3.6	1	1.1	2.1	2.2	-7.6	-6.0	-3.9	0.2	1531
CCCCSc1nc2[nH]ncc2c(=O)[nH]1	3.7	1	1	0.7	-3.2	-8.3	3.7	3.2	1.9	1512
CC1CSc2nnc(CCc3ccccc3)n21 (stereo not drawn)	-14.3	1	0.8	-10.3	-1.9	-15.2	15.5	4.5	-3.3	1428
COCC(=O)N(Cc1cc2ccc(C)cc2[nH]c1=O)c1ccc(OC)cc1	-5.3	1.1	0.9	-5.6	-7.3	-13.3	6.0	1.2	-0.4	1473
Cc1ccc(S(=O)(=O)N2CCC(=O)N(CCOCc3cccc(Cl)c3)CC2)cc1	0.0	1	0.8	-4.4	-2.6	-5.7	18.3	6.7	-10.7	1412
O=S(=O)(c1cccc(-c2cn3cccnc3n2)c1)N1CCCCCC1	2.5	1.1	1	8.4	-6.3	-10.7	4.1	17.9	-6.0	1762
CCN(CC)CCn1c(O)c(N=O)c2ccccc21	5.7	1.1	1.1	0.6	-5.9	11.6	-8.2	5.8	-1.0	1553
CC(C)Cn1c(N)c(C(=O)COC(=O)c2c(F)cccc2F)c(=O)n(C)c1=O	2.3	1	1.1	2.2	-0.8	0.6	-7.9	6.0	-9.1	1578
CCOC(=O)c1ccc(NC(=O)c2cn(CCC#N)nc2-c2ccc3c(c2)OCCO3)cc1	5.7	1	0.9	-0.3	-1.8	-65.0	5.1	10.6	-2.8	1471
CC(C)CN1C(=O)c2ccc(C(=O)Nc3nccs3)cc2C1=O	0.4	1	0.9	3.8	-1.4	-9.2	6.5	7.5	0.6	1426
CCN1C(=O)N(CN2CCOCC2)C2C1N(CN1CCOCC1)C(=O)N2CC (stereo not drawn)	/	1	1	/	-4.8	-8.1	-2.3	/	/	/
Cc1ccccc1N(CC(=O)NC1CCCC1)C(=O)c1oc(C(C)(C)C)cc1C	-2.9	1	1	-11.5	0.3	-25.2	-3.7	2.3	0.8	1393
O=C(COc1ccccc1)N1CCc2ccccc2C1	1.9	1	1	6.2	-0.3	-5.7	4.4	2.9	4.0	1480
O=C(CN1CCN(c2ccc(F)cc2)CC1)Nc1ccccc1[N+](=O)[O-]	5.6	1	1	4.5	0.2	3.2	3.3	4.9	-1.4	1607

By substructure: those above containing an NH in an aromatic ring
SMILES	PPARg SRC2 recr	TNAP act hi DEA	bIAP act	PPARg SRC3 recr	TNAP inh hi DEA	TNAP inh no acc	bIAP inh	PPARg SRC1 recr	HMGR II inh	SRC2 TRFRET art
CCCCSc1nc2[nH]ncc2c(=O)[nH]1	3.7	1	1	0.7	-3.2	-8.3	3.7	3.2	1.9	1512
COCC(=O)N(Cc1cc2ccc(C)cc2[nH]c1=O)c1ccc(OC)cc1	-5.3	1.1	0.9	-5.6	-7.3	-13.3	6.0	1.2	-0.4	1473

Next structures follow.
SMILES	PPARg SRC2 recr	TNAP act hi DEA	bIAP act	PPARg SRC3 recr	TNAP inh hi DEA	TNAP inh no acc	bIAP inh	PPARg SRC1 recr	HMGR II inh	SRC2 TRFRET art
O=C1NC(c2ccncc2)Nc2ccccc21 (stereo not drawn)	-2.1	1.1	0.9	1.1	-6.9	-3.8	7.3	-2.2	-8.3	1485
COCCCn1c(-c2ccc(S(=O)(=O)N3CCOCC3)cc2)csc1=Nc1ccccc1	2.5	1.1	1	-0.5	-6.4	-7.6	-3.8	1.6	-3.2	1501
COc1ccc(Cl)cc1S(=O)(=O)N1CCN(C(=O)c2cc(OC)c(OC)c(OC)c2)CC1	-2.8	1.1	1	-3.1	-5.5	-5.3	-1.6	-1.4	-6.7	1511
COc1ccc([N+](=O)[O-])cc1NC1CCCCC1	-7.6	1	0.7	0.7	0.9	-0.7	25.7	-2.6	-7.8	1618
COc1ccc(OC)c(NC(=O)C2CC(=O)n3ncnc3N2)c1 (stereo not drawn)	8.8	1	0.9	3.0	-0.9	-5.9	9.5	-5.9	-3.2	1492
Nc1cc(Oc2cccnc2)cc([N+](=O)[O-])c1	-5.0	1	1	1.1	3.5	-4.6	-2.5	2.9	-0.5	1517
CCCC(=O)Nc1nc2ccc(NC(=O)c3c(F)c(F)c(OC)c(F)c3F)cc2s1	1.6	1	1.1	2.1	-4.3	-11.2	-10.2	-3.3	-1.8	1376
CCOC(=O)C1(CCc2ccccc2)CCN(C(=O)c2cc(C)nc(C)n2)CC1	-1.7	1.1	1	0.0	-7.5	-3.7	4.7	0.4	-5.9	1635
COc1cccc(/C=N/Nc2nc3ccccc3n3cnnc23)c1	-10.9	1	0.8	-0.6	-2.1	-60.0	20.0	-2.3	-2.0	1556
O=C(OCN1C(=O)c2ccccc2C1=O)c1cccs1	-2.3	1	1	-13.0	-2.4	-9.1	-3.4	-1.3	-1.5	1586
O=C(c1ccc(N2CCN(S(=O)(=O)c3ccccc3)CC2)c([N+](=O)[O-])c1)N1CCOCC1	-2.6	1	1	1.6	-0.6	-12.9	-3.4	-3.4	-5.0	1639
C/C(=N\NC(=O)c1ccc(N/N=C(\C)c2ccncc2)cc1)c1ccncc1	-2.0	1	0.9	2.4	2.8	2.0	11.4	9.5	-3.5	1587
Cc1ccc(OCCN2CCN(c3nc(NCc4ccco4)c4ccccc4n3)CC2)cc1	0.3	1.1	0.9	6.9	-7.4	-40.1	12.7	1.4	-5.0	1719
CCOc1ccc(NC(=O)C2(c3ccc(OC)c(OC)c3)CCCC2)cc1	0.9	1	1.1	-4.9	-4.1	-21.8	-8.0	3.0	-1.2	1399
O=c1cccc(-c2ccc(Br)cc2)o1	3.5	1	0.9	2.0	-3.9	-14.2	12.6	5.1	4.8	1642
CCOCCCNC(=O)C1CCN(S(=O)(=O)CC)CC1	-10.4	1	0.9	-2.1	-3.4	-7.7	10.5	-2.5	-5.5	1644
C=CCn1cccc(C(=O)Nc2cc(OC)cc(OC)c2)c1=O	-2.1	1	1.1	0.6	1.6	-4.9	-6.8	4.2	8.2	1414
O=C(c1ccco1)N1CCN(CC(O)COc2ccc3oc4ccccc4c3c2)CC1 (stereo not drawn)	-1.9	1.1	1	-6.6	-5.1	-13.8	-2.4	-1.6	0.7	1326
Cc1ccc(SCC(=O)NCc2ccc(F)cc2)cc1	-3.0	1	0.9	-0.8	-0.5	-8.6	14.1	0.4	0.8	1550
CC1=C(C(=O)Nc2ccc(Cl)cc2)C(c2ccco2)NC(=O)N1 (stereo not drawn)	1.4	1	0.9	5.5	1.0	-3.0	7.4	7.7	3.8	1448
Cc1ccc(CNC(=O)C(C)OC(=O)c2ccco2)cc1 (stereo not drawn)	1.9	1.1	0.9	-1.1	-7.7	-14.0	9.9	1.0	0.6	1537
CC(C)C1N=C2c3ccccc3N=C(SCC(=O)NCCc3ccc(S(N)(=O)=O)cc3)N2C1=O (stereo not drawn)	12.6	1	1	3.2	-0.4	-5.2	1.6	10.1	0.6	1598
CC(=O)Nc1ccc(-c2ccnc(-c3ccc(NC(C)=O)cc3)n2)cc1	5.1	1	1.1	4.1	1.7	-3.9	-7.7	-7.8	-5.4	1234
COCc1cc(=O)[nH]c(Nc2nc3ccccc3o2)n1	-4.5	1	1.7	-6.6	-3.0	-48.2	-65.8	-0.7	-1.9	1470
O=C(NCCO)/C(=C/c1ccc(Br)cc1)NC(=O)c1cccs1	6.3	1	1	13.0	1.7	-5.9	-2.7	6.1	3.9	1666
CC(=O)NC1C(Oc2ccc(C)cc2)OC2COC(c3ccco3)OC2C1O (stereo not drawn)	3.1	1	0.8	3.6	-0.1	-13.8	17.7	0.3	-5.0	1603
C#CCNC(=O)C1=C[C@H](c2coc3ccccc3c2=O)[C@@H](CCCO)[C@H](OCC)O1	6.5	1	1	2.6	-0.7	-2.8	1.6	8.4	0.5	1633
COc1ccc(/C=N/NC(=O)c2ccc(NC(=O)c3ccccc3Br)cc2)cc1	8.0	1	0.7	0.9	-4.4	-6.1	25.3	3.6	-4.6	1569
CCOC(=O)C1=C(NC(=S)NC(=O)c2ccccc2)c2ccccc2CC1C(C)C (stereo not drawn)	-4.6	1	0.8	9.1	-1.3	-12.2	19.3	2.8	-1.3	1496
COC1(c2cc(-c3ccccc3)nc(N)n2)CCCCC1	-3.9	1.1	1	-1.4	-7.3	-15.8	1.7	-7.5	-2.1	1430

Structures above containing a thiophene ring, fused or not:
SMILES	PPARg SRC2 recr	TNAP act hi DEA	bIAP act	PPARg SRC3 recr	TNAP inh hi DEA	TNAP inh no acc	bIAP inh	PPARg SRC1 recr	HMGR II inh	SRC2 TRFRET art
O=C(OCN1C(=O)c2ccccc2C1=O)c1cccs1	-2.3	1	1	-13.0	-2.4	-9.1	-3.4	-1.3	-1.5	1586
O=C(NCCO)/C(=C/c1ccc(Br)cc1)NC(=O)c1cccs1	6.3	1	1	13.0	1.7	-5.9	-2.7	6.1	3.9	1666

New compounds follow
SMILES	PPARg SRC2 recr	TNAP act hi DEA	bIAP act	PPARg SRC3 recr	TNAP inh hi DEA	TNAP inh no acc	bIAP inh	PPARg SRC1 recr	HMGR II inh	SRC2 TRFRET art
CC1(C)CC(=O)C(C=Nc2ccc3[nH]ncc3c2)=C(O)C1	-6.0	1	1	-0.1	1.7	10.1	-0.6	-5.8	3.8	1374
S=c1[nH]nc(Cc2c[nH]c3ccccc23)o1	6.1	1	0.9	1.6	-0.3	-14.7	13.8	10.6	-1.7	1350
COc1ccc(N(CC(=O)NCc2ccco2)S(C)(=O)=O)cc1OC	6.7	1	1	3.3	-2.8	-3.2	2.3	5.4	-3.9	1337
Cn1c(=O)c2c(SCCN3CCOCC3)nc(C3CCCC3)nc2n(C)c1=O	3.6	1	1	2.6	-2.6	-8.9	-4.8	1.9	-11.7	1524
CN(C(=O)CSc1nnc(-c2ccco2)o1)C1CCCCC1	3.8	1	1	4.5	-0.3	-2.6	-1.3	6.3	2.7	1545
COC(=O)[C@H](CCSC)NC(=O)Nc1ccc(OC)c(Cl)c1	-12.1	1.1	1	-10.7	-5.9	-8.6	4.8	-1.1	-0.4	1410
O=C(Nc1ccc(OC(F)F)c(Cl)c1)c1ccccn1	0.6	1.1	1	-1.4	-5.5	3.6	3.5	-0.5	-10.1	1528
Cc1cc(SCC(=O)N/N=C/c2ccc(O)cc2O)c(C)cc1Br	5.4	1	1	4.9	0.5	-1.0	0.0	3.0	-2.8	1741
Cc1ccc(NC(=O)C2CC(=O)NC(N3CCCCC3)=N2)cc1Cl (stereo not drawn)	-4.0	1	0.9	2.3	-3.3	-11.6	5.3	-0.3	-7.1	1429
